# From PubChem BioAssay
# GFP derepression: derepresses silenced GFP locus in mouse C127i cells. mouse C127i GFP locus derepression, cytometry, 30 h. Potency, µM (highest dose often 46.1 µM), inactives show at the top dose GFP derepression (activation). AID 597. hit rate 0.09% among 68,000; note: % of control where 0% means no effect
#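 Murine C127i mammary cells carrying a silenced, stably integrated CMV-driven GFP reporter were treated with compound for 30 hours at 37 C. After PBS washes, GFP-positive cells were counted by laser-scanning microplate cytometry.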
# Luciferase inh: blocks Photinus pyralis firefly luciferase activity; Potency, µM (series often up to 57.1 µM), for inactives: top-dose activity change, negative = inhibition, actives largely listed as inhibitors; P08659; purified firefly luciferase, luminescence, 8 min; AID 411; hit rate 2.2% among 72,000; note: potency is the fitted concentration of half-maximal effect; % is set by controls: 0 for no effect and ±100 for the full control effect; nearly all actives have a fitted effect of over 40% in size
# Target sequence (P08659 whole entry, looked up): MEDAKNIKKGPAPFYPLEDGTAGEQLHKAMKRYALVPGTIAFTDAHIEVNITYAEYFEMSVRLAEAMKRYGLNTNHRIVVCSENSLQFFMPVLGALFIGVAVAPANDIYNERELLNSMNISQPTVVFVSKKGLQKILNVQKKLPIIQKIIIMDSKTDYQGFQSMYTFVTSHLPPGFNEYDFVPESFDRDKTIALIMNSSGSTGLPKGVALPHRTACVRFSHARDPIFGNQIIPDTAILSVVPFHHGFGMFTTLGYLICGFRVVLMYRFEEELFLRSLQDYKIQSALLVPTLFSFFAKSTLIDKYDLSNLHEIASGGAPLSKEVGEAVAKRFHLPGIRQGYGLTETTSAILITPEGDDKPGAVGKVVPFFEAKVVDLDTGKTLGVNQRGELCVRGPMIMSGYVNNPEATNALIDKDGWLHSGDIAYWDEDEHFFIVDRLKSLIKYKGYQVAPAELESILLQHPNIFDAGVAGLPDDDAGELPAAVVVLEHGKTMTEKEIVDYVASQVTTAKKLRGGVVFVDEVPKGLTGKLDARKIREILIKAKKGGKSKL
#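 Here, luciferase activity is measured as luminescence following an 8 min room-temperature reaction at 10 uM ATP, pH 7.2. Every library sample is titrated.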
# Active calls of the source: *; u = inconclusive; [ ] = dose if it differs, or a comment. Calls come from the whole dose curve; as a rule, active = well fitted curve in the direction sought with a large enough effect; inconclusive = small, poorly fitted or top-dose-only effect, or another doubt; inactive = no such curve, though single readings can be large; an effect the other way counts as inactive or inconclusive. Not all compounds are listed; the hit share may differ from the screen's.
# Values run as follows: GFP derepression, Luciferase inh
- Clc1cccc(-c2nn3c(COc4ccccc4)nnc3s2)c1
 : 0%[20.6 µM], 2%[25.5 µM]
- O=C(Oc1oc(-c2ccco2)nc1C=Nc1ccccc1)c1ccco1
 : 5%[20.6 µM], -7%[25.5 µM]
- O=C(c1ccccc1)n1c(=S)nc2ccccn21
 : 2%[20.6 µM], 1.3µM*
- COC(=O)c1cc2c(=O)n3cccc(C)c3nc2n(Cc2cccnc2)c1=N
 : 0%[20.6 µM], -1%[25.5 µM]
- CCC1(C)Cc2ccccc2-c2nc(NCCO)n(-c3ccccc3)c(=O)c21 (configuration not stated)
 : 6%[20.6 µM], 3%[25.5 µM]
- N#Cc1nc(-c2cccs2)oc1NCc1ccc2c(c1)OCO2
 : -2%[20.6 µM], 0%[25.5 µM]
- Cc1ccc(C(=O)C2=C(O)C(=O)N(c3ncccn3)C2c2cccc(Cl)c2)o1 (configuration not stated)
 : 5%[20.6 µM], 2%[25.5 µM]
- CCOC(=O)c1cc(C)n(-c2ccc(OC)c(OC)c2)c1C
 : 5%[20.6 µM], 2%[25.5 µM]
- O=C(Nc1ncccc1Cl)c1cccc(F)c1
 : -2%[20.6 µM], -1%[25.5 µM]
- Cc1cc(C)n(-c2nnc(C)n2/N=C/c2ccco2)n1
 : 16%[20.6 µM], 2%[25.5 µM]
- CC(C)(C)C1=Nn2c(nnc2C2CCCCC2)SC1
 : 2%[20.6 µM], -1%[25.5 µM]
- Cc1nn(-c2cccc(Cl)c2)c2c1C(c1ccncc1)C(C#N)=C(N)O2 (configuration not stated)
 : 8%[20.6 µM], -1%[25.5 µM]
- CCCN(CCC)C(=O)CC(c1ccc(F)cc1)c1ccco1 (configuration not stated)
 : 2%[20.6 µM], -1%[25.5 µM]
- CCN(CC)CCCn1c(C)cc2c(c1=O)C(c1cccc(Cl)c1)C(C#N)=C(N)O2 (configuration not stated)
 : 6%[20.6 µM], 1%[25.5 µM]
- O=C(CNC1C(=O)Nc2ccccc21)Sc1ccccc1 (configuration not stated)
 : 5%[20.6 µM], 0%[25.5 µM]
- COc1ccc(NC(=O)C2CSC3c4ccccc4C(=O)N23)cc1 (configuration not stated)
 : 5%[20.6 µM], 0%[25.5 µM]
- CC(C)c1nc2n[nH]c(N)c2c2c1CCC2
 : 0%[20.6 µM], 0%[25.5 µM]
- CCc1cccc(CC)c1N(COC)C(=O)Cn1nnc2ccccc21
 : 0%[20.6 µM], -1%[25.5 µM]
- O=C1C(=O)N(CCN2CCOCC2)C(c2ccccn2)/C1=C(/O)c1ccc(F)cc1 (configuration not stated)
 : 0%[20.6 µM], -2%[25.5 µM]
- CC1(C)Cc2c(sc3nc(SCC(=O)NCc4ccco4)n(-c4ccccc4)c(=O)c23)CS1
 : -3%[20.6 µM], 0%[25.5 µM]
- O=C(CCN1CCc2ccccc21)c1ccc2c(c1)OCCO2
 : 3%[20.6 µM], -5%[25.5 µM]
- O=C(Nc1ccccc1C(=O)NCCCn1ccnc1)c1ccccc1
 : 0%[20.6 µM], 3%[25.5 µM]
- Cc1c(O)c(CN2CCCC2)cc2c1oc(=O)c1ccccc12
 : 4%[20.6 µM], -1%[25.5 µM]
- O=C(NO)c1ccccc1O
 : 0%[20.6 µM], 0%[25.5 µM]
- CC1=CC(c2ccccc2)n2nc(N3C(=O)C4CC=CCC4C3=O)nc2N1 (configuration not stated)
 : 4%[20.6 µM], 0%[25.5 µM]
- OC1CN=C2Sc3ccccc3N2C1 (configuration not stated)
 : 4%[20.6 µM], 0%[25.5 µM]
- Clc1ccc2[nH]c3c(NCCCN4CCOCC4)ncnc3c2c1
 : 2%[20.6 µM], -5%[25.5 µM]
- S=c1[nH]nc(-c2ccco2)n1C1CCCCC1
 : 6%[20.6 µM], 2%[25.5 µM]
- CCCc1cc(-n2ccnc2C)n2c(nc3ccccc32)c1C#N
 : -2%[20.6 µM], -4%[25.5 µM]
- CCOC(=O)NC(Nc1sc2c(c1C(N)=O)CCCC2)(C(=O)OCC)C(F)(F)F (configuration not stated)
 : 0%[20.6 µM], 1%[25.5 µM]
- COc1cc2[nH]c3c(=O)n(CCN(C(C)C)C(C)C)cnc3c2cc1OC
 : 0%[20.6 µM], 2%[25.5 µM]
- O=C1CCC(=O)N1CN(C(=O)c1ccco1)c1ccc(Cl)c(Cl)c1
 : 7%[20.6 µM], 3%[25.5 µM]
- COC(=O)c1ccc(C2/C(=C(\O)c3ccc(OC)c(C)c3)C(=O)C(=O)N2c2cc(C)on2)cc1 (configuration not stated)
 : -4%[20.6 µM], 2%[25.5 µM]
- CC(=O)N(Cc1ccccc1)c1ccc(C(=O)O)cc1
 : 0%[20.6 µM], 2%[25.5 µM]
- CC(C)OCCCNc1ncnc2c1cnn2-c1ccccc1
 : 2%[20.6 µM], 4µM*
- CCNc1nc(Oc2ccccc2)nc(OC(C)C(=O)OCC)n1 (configuration not stated)
 : -6%[20.6 µM], -1%[25.5 µM]
- C=CCNc1nc(N2CCCCC2)c(C#N)c2c1CN(Cc1ccccc1)CC2
 : 5%[20.6 µM], 1%[25.5 µM]
- CCCOC(=O)CSC1=C(C#N)C(c2ccccc2OC)C(C#N)C(=O)N1 (configuration not stated)
 : 0%[20.6 µM], 2%[25.5 µM]
- CNC(=O)Oc1ccc2c(c1)[C@]1(C)CCN(C)[C@@H]1N2C
 : -2%[20.6 µM], 1%[25.5 µM]
- CC(C(=O)NC(=O)NCc1ccccc1)N1C(=O)c2ccccc2C1=O (configuration not stated)
 : 8%[20.6 µM], 5%[25.5 µM]
- CCSc1nc(O)c(C2OC(=O)c3c2ccc(OC)c3OC)c(=O)n1-c1ccccc1 (configuration not stated)
 : 2%[20.6 µM], 1%[25.5 µM]
- Cc1cc(/C=c2/sc3nc4ccccc4n3c2=O)c(C)n1-c1ccccn1
 : -4%[20.6 µM], 0.5µM*
- CCCCOc1ccc(C)cc1CN(CCO)CCO
 : 8%[20.6 µM], 1%[25.5 µM]
- CCNCc1cc2cc(C)ccc2[nH]c1=O
 : 6%[20.6 µM], -6%[25.5 µM]
- Cn1c(=O)[nH]c(=O)c2c1nc(Br)n2CCSc1ncccn1
 : 2%[20.6 µM], 2%[25.5 µM]
- S=c1nc(-c2ccccc2)[nH]n1-c1ccccc1
 : 2%[20.6 µM], -1%[25.5 µM]
- Cc1nc2n[nH]c(N)c2c2c1COC(C)(C)C2
 : 2%[20.6 µM], -2%[25.5 µM]
- Cc1ccc(N(CC(=O)O)C2SC(=O)NC2=O)cc1 (configuration not stated)
 : 0%[20.6 µM], 1%[25.5 µM]
- O=C1CC(c2ccco2)CC(O)=C1C=Nc1cc(Cl)ccc1O (configuration not stated)
 : 6%[20.6 µM], -7%[25.5 µM]
- N#CCCN(CCC#N)c1nnc(-c2ccccc2)s1
 : -4%[20.6 µM], 0%[25.5 µM]

# (more compounds)
Molecule	GFP derepression	Luciferase inh
COc1ccc(/C(O)=C2/C(=O)C(=O)N(CCN3CCOCC3)C2c2cccnc2)cc1OC (configuration not stated)	8%[20.6 µM]	0%[25.5 µM]
Oc1ccc2ccccc2c1/C=N/n1cnnc1	0%[20.6 µM]	0%[25.5 µM]
Oc1oc(-c2ccccc2)nc1C=NCc1ccncc1	-3%[20.6 µM]	0%[25.5 µM]
CSc1nc(N)nc(SCC(=O)C23CC4CC(CC(C4)C2)C3)c1C#N	0%[20.6 µM]	-1%[25.5 µM]
COc1ccc(Nc2nc(Nc3ccc(OC)cc3)nc(-n3[nH]c(=O)c(C)c3C)n2)cc1	2%[20.6 µM]	-16%[25.5 µM]
CCOc1ccc(-c2nc(C#N)c(N3CCN(CC)CC3)o2)cc1	-4%[20.6 µM]	0%[25.5 µM]
Cc1cc(COc2ccccc2OCCN2CCN(C)CC2)no1	0%[20.6 µM]	2%[25.5 µM]
Cc1cc(=O)oc2cc(OCCSCCN3CCOCC3)ccc12	-4%[20.6 µM]	-1%[25.5 µM]
Cc1cc(C)n(-c2nnc(C)n2/N=C/c2ccccc2F)n1	13%[20.6 µM]	1%[25.5 µM]
CN(C)CCNc1nc(-c2ccco2)c2c(c1C#N)CC(C)(C)OC2	3%[20.6 µM]	-2%[25.5 µM]
CCOC(=O)C1(C(=O)OCC)C(c2ccccc2)CC(O)N1C(C)=O (configuration not stated)	0%[20.6 µM]	3%[25.5 µM]
COc1ccc(OC(=O)c2cc3ccccc3o2)cc1	0%[20.6 µM]	7.9µM*
COCCN(CCOC)C(=O)C12CCC(C)(C(=O)C1)C2(C)C (configuration not stated)	0%[20.6 µM]	0%[25.5 µM]
Clc1ccc(-n2ncc3c(N4CCCC4)ncnc32)cc1	-4%[20.6 µM]	u
CCN(CC)CCN1C(=O)C(=O)/C(=C(/O)c2c(C)[nH]c(C(=O)OC)c2C)C1c1ccco1 (configuration not stated)	6%[20.6 µM]	2%[25.5 µM]
Cc1ccccc1N1C(=O)C2ON(c3ccccc3)C(c3cccnc3)C2C1=O (configuration not stated)	6%[20.6 µM]	1%[25.5 µM]
Cn1c(=O)[nH]c(=O)c2c1nc(N(CCO)Cc1ccccc1)n2Cc1ccccc1Cl	-6%[20.6 µM]	1%[25.5 µM]
CCOC(=O)Cn1nc(C)c2ccccc2c1=O	2%[20.6 µM]	1%[25.5 µM]
CC1(c2ccco2)NC(=O)NC1=O (configuration not stated)	-4%[20.6 µM]	1%[25.5 µM]
O=C1[C@@H]2[C@H](C(=O)N1n1cnnc1)[C@H]1C=C[C@@H]2C1	5%[20.6 µM]	2%[25.5 µM]

# 3 entries from above, sorted by molar mass, low to high.
Molecule	GFP derepression	Luciferase inh
O=C1[C@@H]2[C@H](C(=O)N1n1cnnc1)[C@H]1C=C[C@@H]2C1	5%[20.6 µM]	2%[25.5 µM]
S=c1nc(-c2ccccc2)[nH]n1-c1ccccc1	2%[20.6 µM]	-1%[25.5 µM]
CCOc1ccc(-c2nc(C#N)c(N3CCN(CC)CC3)o2)cc1	-4%[20.6 µM]	0%[25.5 µM]

# Looked up above:
# For GFP derepression, `COc1ccc(OC(=O)c2cc3ccccc3o2)cc1` shows 0%[20.6 µM]
# For GFP derepression, `Clc1ccc(-n2ncc3c(N4CCCC4)ncnc32)cc1` shows -4%[20.6 µM]

# (continued)
Molecule	GFP derepression	Luciferase inh
CCCCC[C@H](O)/C=C/C1=C(CCCCCCC(=O)O)C(=O)CC1	8%[20.6 µM]	1%[25.5 µM]
Cn1c(OCc2ccc3c(c2)OCO3)nc2c1c(=O)n(Cc1cccc(Cl)c1)c(=O)n2C	2%[20.6 µM]	1%[25.5 µM]
Cc1[nH]nc2c1C(CCc1ccccc1)C(C#N)=C(N)O2 (configuration not stated)	0%[20.6 µM]	-1%[25.5 µM]
C/C(=N\O)C(=O)NCCCNCCCN(C)C	10%[20.6 µM]	1%[25.5 µM]
CCOC(=O)c1[nH]c2ccc(OC)cc2c1C	10%[20.6 µM]	-10%[25.5 µM]
COCc1cc(=O)[nH]c(Nc2nc3ccccc3o2)n1	5%[20.6 µM]	-15%[25.5 µM]
Nc1nnnn1N=C1CCCCC1	-2%[20.6 µM]	-1%[25.5 µM]
COC(=O)Cn1cc(C(=O)OC)cc(Br)c1=O	6%[20.6 µM]	2%[25.5 µM]
O=P(O)(c1ccccc1)c1ccccc1O	-5%[20.6 µM]	1%[25.5 µM]
O=C(O)CC(SCc1ccc(C(=O)O)o1)C(=O)O (configuration not stated)	-4%[20.6 µM]	-1%[25.5 µM]
CCn1c(SCC(=O)NCc2ccco2)nnc1-c1ccc(N)cc1	-4%[20.6 µM]	1%[25.5 µM]
Cn1c(=O)n(CC(=O)Nc2ccccc2)c2ccccc21	0%[20.6 µM]	-1%[25.5 µM]
COc1cccc(-c2nc(NCCN3CCOCC3)c3ccccc3n2)c1O	0%[20.6 µM]	-7%[25.5 µM]
O=C1C=C(O)CC(c2ccc(Cl)c(Cl)c2)C1 (configuration not stated)	5%[20.6 µM]	0%[25.5 µM]
COc1ccc2c(=O)c(-c3nc(C)cs3)coc2c1	-3%[20.6 µM]	2µM*
Cc1nnc2n(-c3ccccc3)c(=O)c3c4c(sc3n12)COC(C)(C)C4	0%[20.6 µM]	-2%[25.5 µM]
CCCSc1nnc2n(C)c(=O)c3c4c(sc3n12)CCC4	-3%[20.6 µM]	-1%[25.5 µM]
Cc1cc(CCC(=O)O)c(C)cc1CCC(=O)O	-3%[20.6 µM]	2%[25.5 µM]
C=CCNc1sc(C(=O)C2CC2)c(N)c1C#N	3%[20.6 µM]	0%[25.5 µM]
Nc1nnc(CC2=CCCCC2)s1	2%[20.6 µM]	1%[25.5 µM]
CC1(C)CC(=O)C(C=N)=C(O)C1	3%[20.6 µM]	1%[25.5 µM]
CC(C)Oc1ccc(C(=O)CCN2CCCCC2)cc1	2%[20.6 µM]	-1%[25.5 µM]
Cc1cc(C)c(S(=O)(=O)O)c(C)n1	3%[20.6 µM]	1%[25.5 µM]
O=C(CN1C2=NCCN2c2ccccc21)N1CCOCC1	2%[20.6 µM]	1%[25.5 µM]
CCCSc1nnc(NC(=O)Nc2ccccc2)s1	2%[20.6 µM]	0%[25.5 µM]
COC(=O)c1ccc(C(=O)OC)c(NC(=O)c2cc3ccccc3o2)c1	3%[20.6 µM]	0%[25.5 µM]
Cc1c(NS(=O)(=O)c2cccc3nsnc23)c(=O)n(-c2ccccc2)n1C	4%[20.6 µM]	4%[25.5 µM]
CCOC(=O)COc1ccc(Oc2nc(C)cc(OC)n2)nn1	0%[20.6 µM]	0%[25.5 µM]
